# Compound activity as filed in PubChem.
# Jurkat NFkB inh: lowers PMA/ionomycin-induced NF-kB signal in Jurkat cells; inhibition, % at 4 µM; PMA/ionomycin-induced NF-kB luciferase reporter, luminescence; 330,000 compounds, 0.53% hits; AID 435003; in the data active = inhibition above about 50%
# Gli-Sufu block: blocks Gli-Sufu signaling in a luciferase reporter. Sufu-KO-LIGHT fibroblasts, Gli luciferase reporter luminescence. inhibition, % at 5 µM. 340,000 compounds, 0.74% hits. AID 588413;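 active = inhibition above about 55%, limit read from the data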;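 note: 0% = DMSO-treated cells and 100% = wells with medium but no cells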
# EBI2 block: EBI2 (human) antagonism. P32249. EBI2 beta-arrestin recruitment, luminescence, 7a,25-OHC stimulated. inhibition, % at 5 µM. 360,000 compounds, 0.81% hits; in the data active = inhibition above about 38%;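 note: enzyme fragment complementation signal reports receptor beta-arrestin coupling in cells; 0% = agonist plus DMSO wells and 100% = wells without agonist; some results beyond the cut were filed as inactive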
# Target sequence (P32249 whole entry, looked up, the tested form may be a part): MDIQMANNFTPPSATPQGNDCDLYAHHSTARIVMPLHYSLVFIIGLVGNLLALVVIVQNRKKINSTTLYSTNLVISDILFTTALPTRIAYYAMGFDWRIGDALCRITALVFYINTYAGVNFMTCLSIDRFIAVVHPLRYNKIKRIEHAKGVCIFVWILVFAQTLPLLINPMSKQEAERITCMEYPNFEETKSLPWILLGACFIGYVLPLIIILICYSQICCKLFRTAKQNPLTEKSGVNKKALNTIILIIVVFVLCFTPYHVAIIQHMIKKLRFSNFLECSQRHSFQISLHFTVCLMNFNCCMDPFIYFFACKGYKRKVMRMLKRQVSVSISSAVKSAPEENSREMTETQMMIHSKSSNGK
# CXCR6 inh: CXCR6 (human) receptor inhibition; CHO-K1 PathHunter CXCR6 beta-arrestin, luminescence; inhibition, % at 20 µM; O00574; 360,000 compounds, 0.36% hits; in the data active = inhibition above about 34%, passing the limit was not always enough;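 note: antagonist mode with CXCL16 agonist at 10 nM final; 0% = 10 nM CXCL16 with DMSO and 100% = unstimulated wells without agonist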
# Target sequence (O00574 whole entry, looked up): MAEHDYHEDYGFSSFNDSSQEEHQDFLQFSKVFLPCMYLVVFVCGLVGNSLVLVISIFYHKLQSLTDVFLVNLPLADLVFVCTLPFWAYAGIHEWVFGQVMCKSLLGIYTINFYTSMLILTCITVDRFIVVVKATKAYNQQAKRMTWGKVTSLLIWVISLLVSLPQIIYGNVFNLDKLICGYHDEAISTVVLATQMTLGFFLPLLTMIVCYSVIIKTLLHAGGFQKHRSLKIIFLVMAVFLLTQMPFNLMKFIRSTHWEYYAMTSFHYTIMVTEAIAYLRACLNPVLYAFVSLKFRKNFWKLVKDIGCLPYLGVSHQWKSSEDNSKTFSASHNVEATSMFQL
# Mdm2-MdmX inh: inhibitors of human Mdm2/MdmX interaction. O15151+Q00987. SaOS-2 split-luciferase Mdm2/MdmX complementation, luminescence. inhibition, % at 8 µM. 330,000 compounds, 3% hits. AID 485346;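 active = inhibition of at least 50% at 8 µM in the primary screen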
# XBP1 UPR activ: activators of adaptive arm of unfolded protein response (XBP1); CHO-XBP1 luciferase reporter, IRE1-XBP1 UPR activation, luminescence; percent of tunicamycin response, DMSO as zero; activation, % at 20 µM; 330,000 compounds, 0.33% hits; AID 463104;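 active = versus positive control, 20 µM dose yields 30% or more activation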;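 note: 100% = tunicamycin at 10 µg/mL and 0% = DMSO only wells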
#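 incubation = overnight seeding at 37 °C, 6 h compound treatment at 37 °C | assay system = CHO-XBP1 cells stably carrying IRE1-XBP1-driven luciferase reporter | input = 1000 cells per well | detection = luciferase luminescence | dosing = single point, 20 µM final compound, 1% DMSO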
# CCR6 antagonist: blocks CCL20-driven beta-arrestin recruitment at human CCR6; P51684; AID 493098; inhibition, % at 20 µM; CHO-K1 CCR6 PathHunter beta-arrestin, luminescence, CCL20-stimulated; 340,000 compounds, 0.49% hits;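 active = compounds whose inhibition of the agonist-driven luminescence signal at 20 µM reaches about 50%, limit read from the data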;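 note: cells stimulated with CCL20 at 14 nM final; plate controls were DMSO with CCL20 for no effect and DMSO without agonist for full effect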
# Target sequence (P51684 whole entry, looked up): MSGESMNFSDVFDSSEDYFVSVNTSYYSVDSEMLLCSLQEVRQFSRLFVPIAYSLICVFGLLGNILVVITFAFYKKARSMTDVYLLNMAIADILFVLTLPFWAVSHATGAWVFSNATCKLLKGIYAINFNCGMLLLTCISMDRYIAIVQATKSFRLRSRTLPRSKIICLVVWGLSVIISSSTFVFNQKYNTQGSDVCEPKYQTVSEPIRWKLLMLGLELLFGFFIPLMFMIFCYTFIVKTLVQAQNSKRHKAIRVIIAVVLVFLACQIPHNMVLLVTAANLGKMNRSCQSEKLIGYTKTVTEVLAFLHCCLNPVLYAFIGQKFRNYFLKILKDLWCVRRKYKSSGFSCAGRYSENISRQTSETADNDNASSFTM
# 697 NFkB inh: lowers PMA/ionomycin-induced NF-kB signal in 697 B cells; 697 B-cell NF-kB luciferase reporter, 16 h; inhibition, % at 4 µM; 330,000 compounds, 0.33% hits; in the data active = inhibition above about 35%
# CHOP UPR activ: apoptotic UPR (CHOP) activation; CHO-CHOP luciferase reporter, luminescence; percent of tunicamycin response over DMSO baseline; activation, % at 10 µM; 330,000 compounds, 0.34% hits;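 active = at 10 µM dose, activation of 40% or more, normalized to positive control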;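 note: 100% = tunicamycin at 10 µg/mL and 0% = DMSO alone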
#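 System: CHO CHOP reporter cells. Amount: 500 cells per well. Buffer or medium: F12 medium, 10% FBS. Compound dosing: one dose, 10 µM in 0.5% DMSO. Incubation: 6 h compound exposure at 37 °C after overnight seeding. Technique: Steady-Glo luciferase luminescence. Benchmarks: tunicamycin and DMSO controls.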
# * hit, by the source's call; nt = not tested or not shown.
1. COC(=O)CCCNC(=O)c1ccc2oc(CCCc3ccccc3)nc2c1
2. COc1ccc(-c2c[n+]3c(n2-c2ccccc2)CCCCC3)cc1
3. CC(=O)N1C(=O)CC(C)N(C(C)=O)c2ccc([N+](=O)[O-])cc21 (stereo not drawn)
4. CCN(CC)S(=O)(=O)c1cccc(-c2nnc(SCC(=O)NC)n2CCc2ccccc2)c1
5. COCCCNc1ncnc2c1sc1nc(-c3ccco3)c3c(c12)CC(C)(C)OC3
6. S=C(NCCc1ccccc1)NCC(c1ccco1)N1CCCCC1 (stereo not drawn)
entry no.	1	2	3	4	5	6
Jurkat NFkB inh	-11	-1	-1	0	1	-5
Gli-Sufu block	8	84*	-6	-31	7	19
EBI2 block	-3	2	-7	8	13	-8
CXCR6 inh	2	-1	6	-7	3	4
Mdm2-MdmX inh	-16	11	5	-4	13	9
XBP1 UPR activ	0	1	-2	7	10	-5
CCR6 antagonist	-6	5	-4	8	12	12
697 NFkB inh	-20	-14	18	-5	7	-6
CHOP UPR activ	2.2	0.0	0.4	-2.4	8.6	-0.9

7. CCC(CC)c1nnc(NC(=O)c2cc(-c3ccccc3)nc3ccccc23)s1
8. O=C(C1CCN(S(=O)(=O)c2cnc[nH]2)CC1)N1CCn2c1nc1ccccc12
9. Cc1nc2ccccc2n1CCc1nc2c3ccccc3nc(=S)n2[nH]1
10. CSc1ccc(CN(C)CC(=O)NC(=O)NC(C)(C)C)cc1
11. Cc1cc(C(=O)CCC(=O)NCC(=O)Nc2c(C)cccc2C)c(C)s1
12. COc1ccc(NC(=O)CSc2nc(C)cc(C(F)(F)F)n2)cc1
entry no.	7	8	9	10	11	12
Jurkat NFkB inh	11	-16	-3	-8	-12	7
Gli-Sufu block	4	-2	2	0	-12	5
EBI2 block	-1	35	-17	-19	0	-6
CXCR6 inh	0	56*	-4	-4	9	2
Mdm2-MdmX inh	-7	-14	14	25	-17	8
XBP1 UPR activ	-2	0	1	-2	1	-1
CCR6 antagonist	-9	67*	-8	10	11	9
697 NFkB inh	-2	2	-13	-25	-26	-3
CHOP UPR activ	1.7	-2.3	-1.1	1.2	-0.9	-3.2

13. CC(C)Cn1c(/C=C/c2ccccc2)nc2ccccc21
14. CCOc1cc(CNC(C)(C)CO)cc(Br)c1OCc1ccc(Cl)cc1Cl
15. CSc1ccc(/C=C/C(=O)N2CCN(c3ccccn3)CC2)cc1
16. COc1ccc(C(=O)N[C@H](C(=O)Nc2nc3ccccc3[nH]2)C(C)C)cc1
17. Nc1ccc2nc(-c3cccnc3)[nH]c2c1
18. O=C(Cn1c(CN2CCCCC2)nc2ccccc2c1=O)Nc1ccccc1
entry no.	13	14	15	16	17	18
Jurkat NFkB inh	-22	14	-5	28	-2	8
Gli-Sufu block	-48	14	1	32	4	3
EBI2 block	16	-21	93*	-13	-21	-5
CXCR6 inh	-3	-6	-3	-10	1	-4
Mdm2-MdmX inh	-76	96*	13	19	0	15
XBP1 UPR activ	6	83*	-4	19	-1	-1
CCR6 antagonist	11	50*	10	-1	6	6
697 NFkB inh	-65	24	11	-185	-20	5
CHOP UPR activ	5.2	2.6	-0.1	3.1	0.9	-2.6

19. Cc1c(NC(=O)c2ccc(Cl)c([N+](=O)[O-])c2)cccc1-n1cnnn1
20. O=C(CN1CCN(c2ccc(O)cc2)CC1)Nc1ccc(SC(F)F)cc1
21. O=C(CNC(=O)c1ccc(Cl)cc1)NCc1ccccn1
22. C[C@H](NC(=O)C1CC(=O)N(c2ccc3c(c2)OCO3)C1)C(=O)NCc1ccco1 (stereo partly drawn)
23. CCOC(=O)CCc1c(C)nc2cc(-c3ccccc3OC)[nH]n2c1=O
24. Cc1ccc(/C=N/NC(=O)CSc2nc3ccccc3[nH]2)o1
entry no.	19	20	21	22	23	24
Jurkat NFkB inh	6	40	-6	-5	12	-7
Gli-Sufu block	5	5	7	-5	-1	-34
EBI2 block	3	-5	-3	-7	-5	2
CXCR6 inh	4	-17	-5	2	6	0
Mdm2-MdmX inh	38	20	-2	22	13	-13
XBP1 UPR activ	-5	-2	-4	-2	-1	0
CCR6 antagonist	-6	-12	5	9	12	-5
697 NFkB inh	2	-33	12	12	8	-17
CHOP UPR activ	1.3	1.1	-1.5	-0.8	0.3	2.3

25. O=C(NCCCc1ccccc1)c1ccc(CS(=O)Cc2ccccc2Cl)o1 (stereo not drawn)
26. CN(C(=O)CSc1nnc(Nc2ccccc2F)s1)C1CCS(=O)(=O)C1 (stereo not drawn)
27. Cc1cc(C)c2nc(Nc3nc(CSc4nc5ccccc5[nH]4)cc(=O)[nH]3)nc(C)c2c1
28. Brc1[nH]nc2ccccc12
29. CN(C)c1ccc(/C=N/N2C(=S)SC(C)(C)C2N(O)C(=O)Nc2ccc([N+](=O)[O-])cc2)cc1 (stereo not drawn)
30. O[C@@H]1COC(Nc2ccc(N=Nc3ccccc3)cc2)C[C@@H]1O (stereo partly drawn)
entry no.	25	26	27	28	29	30
Jurkat NFkB inh	-10	4	nt	-1	6	-92
Gli-Sufu block	-16	-18	26	-4	-7	-38
EBI2 block	17	-8	3	-3	2	nt
CXCR6 inh	-5	-4	7	0	24	nt
Mdm2-MdmX inh	10	-21	nt	15	-11	-73
XBP1 UPR activ	-1	-2	nt	0	2	1
CCR6 antagonist	24	-9	0	-13	28	18
697 NFkB inh	-1	15	nt	3	16	-20
CHOP UPR activ	0.8	1.2	nt	-1.1	0.6	2.4

31. C=CCn1c(CNC(=O)c2cccs2)n[nH]c1=S
32. CCn1ccc(C(=O)NC2=NCCS2)n1
33. CC(=O)c1cccc(OCC(=O)N2CCCc3ccccc32)c1
34. COc1ccc(C(=O)Nc2ccnn2C2CCN(Cc3ccc4nonc4c3)CC2)cc1
35. CCOC(=O)C1=NN(c2ccc([N+](=O)[O-])cc2)CC1C(=O)OC (stereo not drawn)
36. Cc1ccc(C(=O)OC(C)C(=O)Nc2ccc(Cl)cn2)s1 (stereo not drawn)
entry no.	31	32	33	34	35	36
Jurkat NFkB inh	15	-23	-5	-3	5	8
Gli-Sufu block	-5	-11	-7	16	-16	5
EBI2 block	4	-6	-3	4	4	-10
CXCR6 inh	-1	-8	-6	3	3	4
Mdm2-MdmX inh	0	-33	2	4	34	14
XBP1 UPR activ	-1	-1	3	-3	-2	1
CCR6 antagonist	-13	12	8	16	-9	10
697 NFkB inh	-4	-16	-14	-11	13	-3
CHOP UPR activ	3.5	0.5	2.9	0.9	0.5	-2.2

37. Nc1ccc2c(c1)N=[N+]([O-])c1cc(N)ccc1C2
38. c1coc(-c2nc3c4c5c(sc4ncn3n2)CCCC5)c1
39. O=C(Oc1ccc2c(c1)OCC2=O)c1ccc(Cl)cc1
40. CCOP(=O)(OCC)c1nc(-c2cccc([N+](=O)[O-])c2)oc1N1CCCCC1
41. COc1ccc(OCCOC(=O)c2ccc(F)c(S(=O)(=O)N3CCOCC3)c2)cc1
42. COc1ccc(NS(=O)(=O)c2ccc(NC(=O)c3ccccn3)cc2)cc1
entry no.	37	38	39	40	41	42
Jurkat NFkB inh	3	-17	-17	13	1	21
Gli-Sufu block	6	-5	3	4	-1	3
EBI2 block	2	17	4	2	4	-5
CXCR6 inh	8	10	-3	4	-6	-1
Mdm2-MdmX inh	-26	-12	5	7	-13	11
XBP1 UPR activ	5	2	21	1	-5	-2
CCR6 antagonist	11	1	-8	19	24	0
697 NFkB inh	2	15	-25	6	11	-15
CHOP UPR activ	-1.7	-0.5	3.7	0.7	-0.4	-0.5

43. COc1cc2c(cc1NC(=O)c1ccncc1)oc1ccccc12
44. CC(C)(C)c1ccc(C(=O)Nc2ccc(C=C(C#N)C#N)cc2)cc1
45. Cc1ccc(CNC(=O)COc2ccc(S(=O)(=O)N3CCCC3)cc2)cc1
46. CC(NC(=O)Cc1cccc(C(F)(F)F)c1)c1ccc(F)cc1 (stereo not drawn)
47. CNS(=O)(=O)c1cccc(C(=O)NCC2CCCCC2)c1
48. O=C(O)/C=C/c1cn(Cc2ccccc2)nc1-c1cccs1
entry no.	43	44	45	46	47	48
Jurkat NFkB inh	-60	-87	-10	10	-10	-13
Gli-Sufu block	-2	-61	-4	8	4	3
EBI2 block	-1	26	30	0	-11	-6
CXCR6 inh	1	2	-4	-5	-6	-2
Mdm2-MdmX inh	-41	-37	-6	11	4	22
XBP1 UPR activ	5	-2	-5	0	4	-1
CCR6 antagonist	1	5	13	5	5	0
697 NFkB inh	-55	-109	12	-1	-22	12
CHOP UPR activ	1.9	6.7	0.6	1.2	1.0	-1.3

49. CCn1ncc(Br)c1C(=O)Nc1ccccc1C(F)(F)F
50. CC1=Nc2ccccc2N=C(NC(=O)c2ccccc2)C1c1ccccc1 (stereo not drawn)
51. Cc1ccc(OCC(=O)N(Cc2cccc(F)c2)C2CCS(=O)(=O)C2)cc1 (stereo not drawn)
52. CCOC(=O)N1CCN(C(=O)Cn2nc(C)n3nc(-c4ccc(OC)cc4)cc3c2=O)CC1
53. CC1(C)c2ccccc2N2CC(=O)N(CC(N)=O)C21C (stereo not drawn)
54. CCOC(=O)Cn1c2ccc(C)cc2c2nc(C)sc21
entry no.	49	50	51	52	53	54
Jurkat NFkB inh	-16	6	13	-3	-12	-12
Gli-Sufu block	0	7	1	-30	5	-4
EBI2 block	9	14	-3	-17	-2	6
CXCR6 inh	2	11	-3	-1	2	0
Mdm2-MdmX inh	19	5	16	12	9	15
XBP1 UPR activ	-1	-3	-4	-3	-5	-2
CCR6 antagonist	-4	8	-5	19	4	16
697 NFkB inh	11	-13	-12	10	22	-6
CHOP UPR activ	-0.4	-0.2	2.3	0.2	2.1	-0.3

# 5 entries picked at random from those above:
8. O=C(C1CCN(S(=O)(=O)c2cnc[nH]2)CC1)N1CCn2c1nc1ccccc12
48. O=C(O)/C=C/c1cn(Cc2ccccc2)nc1-c1cccs1
6. S=C(NCCc1ccccc1)NCC(c1ccco1)N1CCCCC1 (stereo not drawn)
27. Cc1cc(C)c2nc(Nc3nc(CSc4nc5ccccc5[nH]4)cc(=O)[nH]3)nc(C)c2c1
20. O=C(CN1CCN(c2ccc(O)cc2)CC1)Nc1ccc(SC(F)F)cc1
entry no.	8	48	6	27	20
Jurkat NFkB inh	-16	-13	-5	nt	40
Gli-Sufu block	-2	3	19	26	5
EBI2 block	35	-6	-8	3	-5
CXCR6 inh	56*	-2	4	7	-17
Mdm2-MdmX inh	-14	22	9	nt	20
XBP1 UPR activ	0	-1	-5	nt	-2
CCR6 antagonist	67*	0	12	0	-12
697 NFkB inh	2	12	-6	nt	-33
CHOP UPR activ	-2.3	-1.3	-0.9	nt	1.1

# Other entries:
55. COc1cc(OC)c2c(-c3cccc(-c4cccc(N)c4)c3)cc(=O)oc2c1
56. CCCc1cc(=O)oc2cc(C)cc(OCC(=O)NCc3cccnc3)c12
57. CC(C)N1CCN(S(=O)(=O)c2ccccc2)c2ccccc21
58. CN1CCN(c2ccc(-c3ccc4ccccc4n3)cc2)CC1
59. COc1ccc(/C=N/NC2=NCCCCC2)c(OC)c1
60. CC(=O)NC(Cc1cccc(F)c1)C(=O)NC1CCN(C(=O)c2ccc(C)cc2)CC1 (stereo not drawn)
entry no.	55	56	57	58	59	60
Jurkat NFkB inh	nt	8	nt	nt	-14	1
Gli-Sufu block	2	-12	4	88*	3	-3
EBI2 block	19	-1	15	3	0	-1
CXCR6 inh	8	-1	17	-3	2	2
Mdm2-MdmX inh	75*	33	nt	nt	-4	-1
XBP1 UPR activ	27	-5	nt	nt	1	2
CCR6 antagonist	13	11	15	11	8	4
697 NFkB inh	-77	12	nt	nt	-3	25
CHOP UPR activ	1.3	-1.4	nt	nt	1.1	0.7
